# High-throughput results: PubChem BioAssay, several laboratories
# NPY-Y2 antag: NPY-Y2 receptor antagonists, primary screen, cell-based | Neuropeptide Y receptor type 2 (Homo sapiens), P49146 | NPY-Y2 expressing cells, antagonist mode | inhibition, % at 2.7 µM | 140,000 compounds, 0.99% hits | AID 793, 2007; in the data active means inhibition above about 17%;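 further: 0% = vehicle with agonist challenge and 100% = reference antagonist with challenge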
# Target sequence (P49146 whole entry, looked up): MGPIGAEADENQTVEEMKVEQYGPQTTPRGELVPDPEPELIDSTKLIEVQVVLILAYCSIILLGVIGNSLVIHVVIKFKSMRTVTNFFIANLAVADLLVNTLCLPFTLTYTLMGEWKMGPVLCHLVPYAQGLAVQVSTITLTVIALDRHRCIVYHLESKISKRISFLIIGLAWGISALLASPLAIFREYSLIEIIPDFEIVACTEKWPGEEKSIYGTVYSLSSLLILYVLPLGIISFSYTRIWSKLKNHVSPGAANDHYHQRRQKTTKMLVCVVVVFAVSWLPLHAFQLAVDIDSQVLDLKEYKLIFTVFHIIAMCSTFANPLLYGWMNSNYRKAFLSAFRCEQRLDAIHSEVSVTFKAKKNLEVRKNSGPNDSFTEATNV
# bCat KO growth: primary screen for growth suppressors in beta-catenin knockout HCT116 cells (colon tumor, human); HCT116 beta-catenin knockout viability, CellTiter-Glo, 60 h; active compounds read low; viability, % at 10 µM; 140,000 compounds, 1.5% hits;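 active means viability at or under a set limit, the compound median less 4 SD, cut at about 6% in these data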;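 further: 0% = Hyamine 1622 control at 20 µM and 100% = untreated cell control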
# MRP-1 activ: H69AR viability gain despite doxorubicin, primary screen, MRP-1 activator project, H69AR cells, CellTiter-Glo. viability rescue. viability increase, % at 10 µM. 140,000 compounds, 0.61% hits. AID 799, 2007;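 active means viability gain under doxorubicin at or above a set limit, the compound median plus 3 SD, cut at about 4.7% in these data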;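 further: MRP-1 overexpressing cells given doxorubicin 25 µM after compound pretreatment; 18-22 h compound pretreatment then 72 h with doxorubicin before readout; 0% = doxorubicin-only wells and 100% = vehicle-treated cells without doxorubicin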
# GALR2 blocker: GALR2 antagonists in receptor-expressing cells, primary screen; antagonist mode; 140,000 compounds, 0.39% hits; inhibition, % at 4 µM; AID 828, 2007; Galanin receptor type 2 (Homo sapiens), O43603; in the data active means inhibition above about 27%;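 further: cells stimulated with galanin 1-16 at roughly its EC80; 0% = agonist challenge control and 100% = basal control without agonist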
# Target sequence (O43603 whole entry, looked up): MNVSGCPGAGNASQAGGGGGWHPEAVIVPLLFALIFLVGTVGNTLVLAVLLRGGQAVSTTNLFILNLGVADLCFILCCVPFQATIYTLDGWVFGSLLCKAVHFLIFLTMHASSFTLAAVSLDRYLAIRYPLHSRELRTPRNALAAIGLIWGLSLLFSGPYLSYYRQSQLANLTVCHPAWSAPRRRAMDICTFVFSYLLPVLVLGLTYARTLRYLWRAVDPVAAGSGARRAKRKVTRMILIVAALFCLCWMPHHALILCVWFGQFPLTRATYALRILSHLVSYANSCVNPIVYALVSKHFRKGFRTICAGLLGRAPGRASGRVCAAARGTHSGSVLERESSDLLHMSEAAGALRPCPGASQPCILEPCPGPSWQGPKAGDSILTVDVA
# HCT116 PTEN-null: growth suppression of PTEN-null HCT116, primary screen, cell-based, CellTiter-Glo. HCT116 PTEN-null viability, 60 h; active compounds read low. viability, % at 10 µM. 140,000 compounds, 1.2% hits;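 active means viability at or below a set limit, 4 SD under the median of all tested compounds, cut at about 3.7% in these data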;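 further: PTEN knockout HCT116 line with beta catenin targeted HCT116 as companion control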
# Measles CPE: compounds protecting cells from measles virus cytopathic effect, primary screen, measles RdRp inhibitor project, single point, MLSMR library, absorbance | Measles virus-infected cells, CPE protection | protection (pct of control), % at 4 µM | 140,000 compounds, 1.5% hits | AID 841, 2007; in the data active means protection mostly above about 24%, no sharp cut-off; inactive means mostly below about 26%; further: some compounds called inactive have numbers as strong as hits
# E-sel TNF inh: E-selectin induction blockers in HUVEC – imaging, immunofluorescence, high content, primary screen; HUVEC TNFa-induced E-selectin immunofluorescence; inhibition, % at 2 µM; 120,000 compounds, 0.71% hits;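 active means inhibition above the batch mean plus 3 SD, and confirmed as a hit on visual image review, cut at about 43% in these data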;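 further: 0% = TNF-stimulated DMSO wells and 100% = unstimulated control wells; not every result past the cut was called active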
# Yeast lifespan up: compounds extending yeast replicative lifespan, primary screen, S. cerevisiae, OD615. AID 775, 2007. 130,000 compounds, 0.68% hits. S. cerevisiae growth with nicotinamide; deaD strain in restrictive glucose medium. inhibition of the nicotinamide effect, % at 10 µM;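 active means inhibition above a set limit, placed 3 SD over the median of all compounds, cut at about 26% in these data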;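 further: 0% = nicotinamide-treated wells and 100% = cells grown without nicotinamide; some compounds called inactive have numbers as strong as hits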
#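 assay system = DeaD-strain S. cerevisiae | measured by = absorbance at 615 nm | probe or stimulus = nicotinamide 1.5 mM | buffer or medium = CSMM-D glucose medium, restrictive | times = 48 h at 30 °C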
# Yeast growth inh: growth inhibitors of yeast BB579 in restrictive medium, primary screen, yeast lifespan-shortening project, S. cerevisiae | inhibition, % at 10 µM | OD615, 48 h | AID 804, 2007 | 140,000 compounds, 0.51% hits;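 active means inhibition above a set limit, 3 SD over the mean compound inhibition, cut at about 44% in these data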; further: inactives centre near -24
#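 Assay system: S. cerevisiae DeaD strain BB579 yeast. Medium: CSMM-D restrictive synthetic medium containing dextrose (glucose). Times: 4 h cell preincubation, 48 h compound exposure, 30 °C humidified. Signal: OD615 turbidity measurement. Benchmarks: positive control amphotericin B 10 µg/mL.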
# Phagocyt inh: inhibitors of macrophage phagocytosis, primary screen, imaging, J774A.1 cells, IgG beads; J774A.1 macrophage IgG-bead phagocytosis; inhibition, % at 5 µM; 110,000 compounds, 0.07% hits; AID 1029, 2008;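 active means inhibition above the mean of the plate negative controls plus 5 SD, cut at about 13% in these data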;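 further: phagocytic index as fraction of beads internalized from green versus red external bead signal; plate controls were DMSO negative control for no effect and cytochalasin-D positive control for full effect; some results beyond the cut were filed as inactive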
# Starred values were filed as active, the others as inactive; / = no result given. The order is random; any-hit rate near 6.1%.
Compound	NPY-Y2 antag	bCat KO growth	MRP-1 activ	GALR2 blocker	HCT116 PTEN-null	Measles CPE	E-sel TNF inh	Yeast lifespan up	Yeast growth inh	Phagocyt inh
CCC(OC(=O)C1=Cc2ccccc2OC1)C(=O)NC1CCCC1 (centres undefined)	7	79	-1.3	-6	88	8	/	3	12	-1
CCN(CC)S(=O)(=O)c1ccc(NC(=S)NC(=O)C(C)C)cc1	3	90	-2.1	5	104	5	-7	-3	-18	-5
CCOC(=O)c1oc2ccccc2c1CN1CCOCC1	-2	117	-1.8	-2	97	38	-17	-4	-26	1
CSCCC(NS(=O)(=O)c1ccc2c(c1)oc(=O)n2C)C(=O)NC1CCCc2ccccc21 (centres undefined)	-2	83	-4.8	13	76	3	-1	-8	-11	/
CC(CCc1ccccc1)NC(=O)c1ccc(Br)o1 (centres undefined)	4	103	0.6	2	112	/	-14	-19	-51	-1
CN(C)C(=O)CCCc1nc(-c2ccc(Cl)cc2)no1	14	87	1.7	2	91	12	7	-9	14	-2
COCc1nnc(NS(=O)(=O)c2c(C)cc(C)cc2C)s1	5	93	-0.6	-15	98	11	13	10	-4	-1
O=C(O)CSc1nnc(-c2cccnc2)n1Cc1ccccc1	3	93	-1.2	15	102	6	-20	-2	-24	0
CCOc1ccccc1NC(=O)CC(O)(C(F)(F)F)C(F)(F)F	1	91	-1.3	-16	90	29	12	/	-11	/
CC(C)c1ccc(C(=O)NN2C(=O)C3CCCCC3C2=O)cc1 (centres undefined)	1	93	1.9	3	98	6	/	7	-11	-6
CC(C)OCCCNC(=O)c1ccc(CS(=O)(=O)Cc2ccccc2F)o1	-1	90	-0.8	0	87	0	-36	-9	-21	/
CCOc1ccc(C(C)NC(=O)c2ccccc2F)cc1 (centres undefined)	1	99	-0.3	5	92	29	/	18	24	3
Cc1ccc2c(Cl)c(C(=O)NCCc3ccccc3)sc2c1	9	102	2.3	-2	97	22	-2	-5	5	-6
CSCCC(NC(=O)c1ccc(=O)n(C)n1)c1nc2ccccc2[nH]1 (centres undefined)	3	89	-0.9	25	99	4	2	-8	-47	0
COc1ccccc1/C=N/NC(=O)C(NC(=O)c1ccccc1)=C(C)C	1	94	0.0	5	101	5	35	-19	-12	0
Cc1cc2nc(C)n(CCCN)c2cc1C	5	60	-6.2	-9	70	15	-2	-4	-17	/
COc1ccc(S(=O)(=O)N2CCC(C(=O)N3CCCC3)CC2)cc1Cl	1	76	-0.2	-7	78	8	30	-10	-12	/
CON/C=C(\C=Nc1ccccc1)c1ncc(C(F)(F)F)cc1Cl	3	92	2.7	-5	79	19	20	-6	-30	/
COCCCn1cnc2oc3nc4ccccc4nc3c2c1=O	3	92	1.6	-7	97	9	/	-23	8	1
CCCCNC(=O)c1ccccc1C(=O)NCCCC	5	82	-2.6	-3	84	3	-9	-12	-20	0
COc1ccc(OC)c(CCNC(=O)CN2C(=O)CC(C)(C)S(=O)(=O)c3ccccc32)c1	2	95	-1.0	8	90	8	13	-10	6	0
CSc1nc(-c2ccccc2)c2cc(Cl)ccc2n1	3	94	-0.9	2	91	2	23	-1	-10	-8
O=C(C1CCCO1)N(Cc1ccccc1)c1ccccc1 (centres undefined)	3	93	-0.8	10	91	16	-14	-2	-44	0
O=C(c1oc2ccccc2c1N1CCCCC1)N1CCCCC1	8	63	-3.2	-4	58	4	-27	-3	-7	-3
O=C(c1ccccc1)N1CCN(Cc2ccccc2)CC1	2	93	-0.7	11	89	3	10	/	-35	/
Nc1nnc(SCc2ccc(F)cc2)n1-c1ccccc1	9	97	-0.3	-6	95	5	8	/	-19	/
CCOCCCNC(=O)C1CCN(S(=O)(=O)N(CC(C)C)CC(C)C)CC1	2	88	-0.8	15	94	24	-35	-15	-21	-1
Cc1ccc(C)c(N(Cc2ccccc2F)S(C)(=O)=O)c1	3	84	-2.8	-4	96	9	-9	/	-15	/
Cc1ccc(-n2nc(C)c3c2OC(N)=C(C#N)C3c2ccoc2)cc1 (centres undefined)	1	110	-1.0	-9	96	5	/	30*	-66	1
Cc1cc(C)n(-c2ccc(Cl)c(C(=O)Nc3ccc(OC(F)(F)F)cc3)n2)n1	0	99	0.9	2	112	11	13	8	-23	-1
CCC(=O)NC(=S)Nc1cccc(NC(=O)c2ccc(Cl)cc2Cl)c1	1	94	-4.4	7	98	7	12	-12	-24	0
Cc1ccc(S(=O)(=O)N(C)CCCC(=O)N2CCN(C=O)CC2)cc1	-1	91	-1.6	13	80	3	-9	-2	5	0
CC(C)CNc1cc(Cl)c(S(=O)(=O)NCC(C)C)cc1C(=O)O	4	95	-1.2	1	93	37	11	-3	-12	5
Cc1cc(Cl)c(S(=O)(=O)NCc2ccncc2)cc1OCC(N)=O	-1	88	-2.6	8	78	6	-6	-14	-2	-4
Cc1cc(C)n(Cc2nc3ccccc3n2C)n1	1	97	-0.9	-2	95	17	27	-11	-56	1
CC(C)CN(CC(C)C)S(=O)(=O)N1CCC(C(=O)NCCc2ccc(Cl)cc2)CC1	1	87	1.4	-10	84	5	0	-10	-32	/
CC1Cc2cc(/C(O)=C3/C(=O)C(=O)N(CCCn4ccnc4)C3c3cccnc3)ccc2O1 (centres undefined)	3	116	0.0	6	107	7	-68	-7	-45	/
CSc1ccc(-c2nnn(CC(=O)NCc3ccccc3)n2)cc1	8	54	0.1	5	50	17	-25	2	-72	5
Cc1ccc(NC(=O)CSc2nc(NS(=O)(=O)c3ccc(C)cc3)cc(=O)[nH]2)cc1	4	93	-2.1	-1	93	11	10	-13	-19	-2
CCOC(=O)CN(C(=O)CSc1nnc(-c2cccc(OC)c2)o1)c1ccc(F)cc1	5	83	-0.5	-14	89	5	-21	4	-19	-1
Cc1cccc(NC2=NC(=S)N(c3ccc(C(=O)O)cc3)C23CCCCC3)c1	2	82	-2.1	-4	87	3	-6	-12	-58	/
CCNC(=O)C(Sc1ccccc1)c1ccccc1 (centres undefined)	1	104	-4.5	1	95	30*	-14	/	-27	/
COC(=O)CSc1nc(N)c(C#N)c(CC(C)C)c1C#N	0	92	0.8	4	101	3	-21	3	-5	1
CCOC(=O)Cn1nnc(-c2ccccc2)n1	4	103	-0.9	5	93	30	-2	/	-16	/
Cc1ccc(S(=O)(=O)Nc2cccc(NC(=O)CN3CCCCC3)c2)cc1	6	84	-2.2	-15	92	63*	9	-5	-25	-1
Cc1cc2ccccc2c(=O)n1CC(=O)NC1CCCCCC1	1	94	-1.4	2	93	15	-7	-2	-43	-1
CC1=CC(C)(C)N(S(=O)(=O)c2ccc(C)cc2)c2ccc(C)cc21	21*	15	-4.0	-5	17	5	-6	15	-41	/
Cc1cccc(NC(=O)CSc2nnc(-c3n[nH]c4ccccc34)o2)c1	6	94	3.9	3	94	8	/	-2	-24	-7
Cc1ccnc(NS(=O)(=O)c2ccc(NC(=O)C3CCCNC3=O)cc2)n1 (centres undefined)	5	92	-1.8	5	100	1	-10	-15	-23	/
O=C(COC(=O)CNC(=O)c1ccco1)NCCN1C(=O)CSC1=O	4	92	-2.7	6	82	5	9	-14	-10	-1
COC(=O)c1noc(-c2ccc(OC)cc2)n1	9	99	-0.5	-13	95	15	3	-22	-27	0
COC(=O)c1sc2ccccc2c1NC(=O)c1cccs1	5	88	0.9	13	83	14	-13	-20	0	1
CC1CCN(CC(=O)n2c3c(c4ccccc42)CCCC3)CC1	6	94	-0.8	-2	93	3	-14	4	-30	0
Cc1nc(CS(=O)(=O)c2ccccc2)cc(Sc2ccc(Cl)cc2)n1	5	69	-1.5	0	83	35	-10	1	-26	0
O=C(N1CCN(Cc2ccccc2)CC1)C12CC3CC(CC(C3)C1)C2	1	86	-3.1	-12	83	13	-32	2	3	0
O=C(O)c1cccc(NC(=O)C2C3C=CC(C3)C2C(=O)O)c1 (centres undefined)	1	93	0.1	9	105	6	18	3	-16	-1
C=CCn1c(/N=C/c2ccc(N(C)C)cc2)nc2ccccc21	1	91	-1.9	2	92	7	3	-2	-23	2
CC(C)(CC(=O)N1CCN(c2ccc(Cl)cc2)CC1)CC1=NS(=O)(=O)c2ccccc2N1	0	68	-5.2	-5	33	8	-18	-7	-12	3
CCCN1C(=O)SC(CC(=O)Nc2ccccc2)C1=O (centres undefined)	2	92	3.7	-9	91	9	/	-12	-18	-1
O=C(NCc1ccccn1)C1C2C=CC(C2)C1C(=O)Nc1ccc(F)cc1 (centres undefined)	1	84	-2.9	3	101	13	2	/	16	/

# The list goes on.
Compound	NPY-Y2 antag	bCat KO growth	MRP-1 activ	GALR2 blocker	HCT116 PTEN-null	Measles CPE	E-sel TNF inh	Yeast lifespan up	Yeast growth inh	Phagocyt inh
CCOC(=O)COc1ccc(/C=C/[N+](=O)[O-])c(OCC(=O)OCC)c1	7	4.0*	-5.3	27*	1.9*	3	-54	16	-8	/
CCOC(=O)c1c(NC(=O)/C=C/c2ccc(C)o2)sc(C)c1C	2	89	-5.3	-3	88	9	12	1	-30	-2
CC1(C)CC(C(CC(=O)Nc2nccs2)c2ccccc2)CCO1 (centres undefined)	3	81	-1.5	6	83	20	/	-3	-17	-12
O=C(NCc1ccc(Cl)cc1)c1cc(-c2ccco2)on1	3	88	-1.5	-3	87	5	/	-6	-36	1
Cc1cccc(NC(=O)c2ccccc2NC(=O)CCC(=O)O)c1	1	99	-0.9	-5	99	23	7	-5	-9	-2
O=C(CSC1=NC(=O)C(Cc2ccccc2)C(=O)N1)NC1CCCCC1 (centres undefined)	1	100	-0.5	8	106	7	-3	-4	-29	-1
CCCCN=c1scc(-c2ccc3c(c2)NC(=O)CO3)n1N=C1CCCC1	-1	61	-2.5	-19	55	9	-8	8	-48	-1
O=C(CSc1ccccc1)Nc1ccc(NC(=O)c2ccco2)cc1	1	96	-0.8	-5	94	8	40	-4	-64	/
COc1ccc(-c2nnc(SCC(=O)NNC(=O)Cc3ccccc3)n2C)cc1OC	1	100	-2.0	14	99	34	/	2	-40	-5
CCOC(=O)C(C)Sc1nnc(Cc2cc(=O)[nH]c(=O)[nH]2)n1-c1ccc(OCC)cc1 (centres undefined)	2	92	-0.3	-5	105	5	/	-2	-20	0
Cc1ccc(CSc2ncn(-c3ccccc3)n2)cc1	8	108	0.8	-8	100	6	-2	-12	13	-1
